uPA generation = qHTS for Inhibitors of Cell Surface uPA Generation; Potency, µM (titrated, usually from 38.3 µM), for inactives: top-dose activity change, negative = inhibition, most hits filed as inhibitors; cell surface uPA generation assay, qHTS; AID 540303, 2011; 330,000 compounds, 0.31% hits; active = well fitted inhibition curve with a large enough effect; inconclusive = small, poorly fitted or top-dose-only effect; inactive = no such curve, though single readings can be large or run the other way; tested in mouse RAW 264.7 cells; also: % is scaled to controls: 0 for no effect and ±100 for the full control effect; nearly all actives have a fitted effect of over 55% in size
ELG1 genotox = qHTS screen for small molecules that induce genotoxicity in human embryonic kidney (HEK293T) cells expressing luciferase-tagged ELG1. HEK293T ELG1-luciferase reporter, luminescence, 16 h. Potency, µM (series often up to 46 µM), inactives show at the highest dose activity change, positive = activation, actives largely listed as activators. 330,000 compounds, 1.3% hits. AID 504466, 2011; also: % of control where 0% means no effect; nearly all actives have a fitted effect of over 60% in size
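HEK293T cells expressing luciferase-tagged ELG1 were exposed to compound or DMSO vehicle for 16 hr at 37 °C and 5% CO2. Luciferase activity was then measured with ONE-Glo after 30 min at room temperature.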
RORg inh = qHTS for inhibitors of ROR gamma transcriptional activity. 310,000 compounds, 5.4% hits. Drosophila S2 Gal4-RORgamma UAS-luciferase reporter, 20 h. Potency, µM (titrated, usually from 53.6 µM), inactives show top-dose activity change, negative = inhibition, most hits filed as inhibitors. Nuclear receptor ROR-gamma (Mus musculus), P51450; also: % is scaled to controls: 0 for no effect and ±100 for the full control effect; nearly all actives have a fitted effect of over 60% in size
Target sequence (P51450 whole entry, looked up, the tested form may be a part): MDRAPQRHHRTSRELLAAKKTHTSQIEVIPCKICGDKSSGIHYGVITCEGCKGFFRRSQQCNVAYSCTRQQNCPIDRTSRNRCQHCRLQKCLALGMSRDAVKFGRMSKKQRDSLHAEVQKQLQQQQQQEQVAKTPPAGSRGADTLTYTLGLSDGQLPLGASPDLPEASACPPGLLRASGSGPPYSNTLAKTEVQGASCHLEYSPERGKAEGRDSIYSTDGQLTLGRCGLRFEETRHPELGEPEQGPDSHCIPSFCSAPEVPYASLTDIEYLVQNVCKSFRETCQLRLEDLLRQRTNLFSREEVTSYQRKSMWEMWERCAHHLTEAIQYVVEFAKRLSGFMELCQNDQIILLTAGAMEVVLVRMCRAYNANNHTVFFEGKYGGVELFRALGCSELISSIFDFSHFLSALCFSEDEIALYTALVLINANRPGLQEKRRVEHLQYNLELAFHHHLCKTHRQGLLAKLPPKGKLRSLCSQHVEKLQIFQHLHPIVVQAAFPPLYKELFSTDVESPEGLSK
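Stable Schneider cell line, Gal4 DNA-binding domain fused to ROR gamma, UAS-luciferase. Cmpd 1 hr RT → CuSO4 700 uM final → 20 hr RT → luciferase reagent 10 min → luminescence.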
FLuc counter = qHTS profiling assay for firefly luciferase inhibitor/activator using purifed enzyme and Km concentrations of substrates (counterscreen for miR-21 project); Luciferin 4-monooxygenase (Photinus pyralis), P08659; purified FLuc, Km substrates, luminescence inhibition; Potency, µM (top dose mostly 57.5 µM), inactives show top-dose activity change, negative = inhibition, hits mostly inhibitors; 360,000 compounds, 6.9% hits; AID 588342, 2011;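 also: plate controls were vehicle for no effect and reference inhibitor for full effect; nearly all actives have a fitted effect of over 55% in size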
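Purified P. pyralis luciferase, 10 nM final, with Km-level 10 uM D-luciferin and 10 uM ATP in 50 mM Tris acetate pH 7.5, 10 mM Mg acetate, 0.01% Tween-20, 0.05% BSA; 6-point qHTS titration about 60 µM downward; luminescence read.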
VP16 counter = VP16 counterscreen qHTS for inhibitors of ROR gamma transcriptional activity; Drosophila S2 Gal4-VP16 UAS-luciferase, luminescence, 20 h; Potency, µM (highest dose often 53.6 µM), without a hit: top-dose activity, negative = inhibition, hits mostly inhibitors; 310,000 compounds, 3.5% hits;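 also: Gal4-VP16 expression switched on by copper sulfate through the metallothionein promoter; % is scaled to controls: 0 for no effect and ±100 for the full control effect; nearly all actives have a fitted effect of over 50% in size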
NPC1 promoter act = qHTS Assay for NPC1 Promoter Activators. Huh7 NPC1 promoter luciferase reporter, 24 h. Potency, µM (doses to about 9.22 µM), for the others: top-dose activation, usual class: activators. 320,000 compounds, 2.4% hits. AID 485313, 2010;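 also: % of control where 0% means no effect; nearly all actives have a fitted effect of over 60% in size; reporter is driven by a mutant NPC1 promoter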
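Luminescence from an NPC1 promoter-driven luciferase reporter in stably transfected Huh7 cells was measured after 24 h compound treatment at 37 °C, followed by 10 min ambient incubation with luciferase detection reagent.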
BRCA1 expr up = qHTS Assay to Identify Small Molecule Activators of BRCA1 Expression; AID 624202, 2012; 380,000 compounds, 1.1% hits; Potency, µM (titrated, usually from 46.1 µM), for the others: at the top dose activation, most hits filed as activators; MCF7-BRCA1-FFLuc reporter, luminescence, 48 h; response scale: scaled: vehicle 0%, 10 µM genistein 100%; also: nearly all actives have a fitted effect of over 80% in size; some results filed as inactive show a strong effect at the top dose
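48 h compound treatment of MCF7-BRCA1-FFLuc cells (phenol-red free MEM, 37 °C), then 15 min with luciferase substrate and luminescence imaging.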
MBNL1-CUG inh = qHTS Assay for Inhibitors of MBNL1-poly(CUG) RNA binding; TR-FRET MBNL1-His/biotin-(CUG)12 binding, 665/545 ratio; Potency, µM (series often up to 57.5 µM), for inactives: at the top dose activity change, negative = inhibition, most hits filed as inhibitors; 280,000 compounds, 0.036% hits; active = well fitted inhibition curve with a large enough effect in the signal ratio, with a control signal flat, not every such curve was filed as active; inconclusive = small, poorly fitted or top-dose-only effect, or effect the other way, or a change in a side signal; inactive = no such curve, though single readings can be large or run the other way; the % refers to the signal ratio; also: % is scaled to controls: 0 for no effect and ±100 for the full control effect
Target sequence (Q9NR56 whole entry, looked up): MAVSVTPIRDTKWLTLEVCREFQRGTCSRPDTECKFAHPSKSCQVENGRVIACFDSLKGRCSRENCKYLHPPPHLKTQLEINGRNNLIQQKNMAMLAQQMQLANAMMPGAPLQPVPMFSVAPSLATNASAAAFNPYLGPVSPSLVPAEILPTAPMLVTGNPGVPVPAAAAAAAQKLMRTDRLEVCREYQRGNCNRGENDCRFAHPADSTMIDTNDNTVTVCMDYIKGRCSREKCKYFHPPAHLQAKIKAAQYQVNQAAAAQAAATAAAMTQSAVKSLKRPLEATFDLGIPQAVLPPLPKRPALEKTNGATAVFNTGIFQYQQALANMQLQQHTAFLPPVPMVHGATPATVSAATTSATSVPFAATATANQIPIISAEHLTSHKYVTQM
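TR-FRET between His-tagged MBNL1 and biotin-(CUG)12 RNA, detected with Tb anti-His antibody (0.055 ng/ul) and streptavidin-XL665 (5 nM), 60 min at room temperature. Compounds titrated 92 nM to 58 uM; 665/545 nm ratio normalized to buffer and complex controls.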
Rab9 promoter act = qHTS Assay for Rab9 Promoter Activators | AID 485297, 2010 | 320,000 compounds, 2.8% hits | Potency, µM (doses to about 9.22 µM), for the others: at the top dose activation, negative = inhibition, actives largely listed as activators | Huh7 Rab9 promoter-luciferase reporter, luminescence, 24 h; also: % of control where 0% means no effect; nearly all actives have a fitted effect of over 60% in size
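Huh7 reporter line, Rab9 promoter upstream of luciferase. Compound exposure 24 h at 37 °C in reduced-serum medium with 10% FBS. Read-out: luminescence.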
p53 reactivation = qHTS assay for re-activators of p53 using a Luc reporter; H1299 p53-A138V BP100-luciferase reporter, luminescence, 24 h; Potency, µM (titrated, usually from 92.2 µM), for inactives: top-dose activity change, positive = activation, hits mostly activators; 320,000 compounds, 0.063% hits; AID 504706, 2011; also: % of control where 0% means no effect; nearly all actives have a fitted effect of over 45% in size
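p53-null H1299 cells stably carrying temperature-sensitive p53-A138V and a BP100-luciferase reporter were pinned with compounds (4-point, 1:5 series) and held 24 hrs at 37 deg C. Luminescence was read 10 min after detection reagent.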
Numbers without * were called inactive; ? = inconclusive; / = not tested or not shown; [ ] = another dose, or the depositor's remark. Unless noted, calls follow the shape of the dose curve; as a rule, active = well fitted curve in the direction sought with a large enough effect; inconclusive = small, poorly fitted or top-dose-only effect, or another doubt; inactive = no such curve, though single readings can be large; an effect the other way counts as inactive or inconclusive. Potency is read from the fitted curve at half-maximal effect.

SMILES | uPA generation | ELG1 genotox | RORg inh | FLuc counter | VP16 counter | NPC1 promoter act | BRCA1 expr up | MBNL1-CUG inh | Rab9 promoter act | p53 reactivation
CC(C)(C)CC(=O)NC(=S)Nc1ccccc1C(F)(F)F | / | -7% | 3.2µM* | 1% | 20µM* | 0% | -2% | -11% | -1% | 9%
CN(Cc1ccccc1)C(=O)CCC1CCN(C(=O)CC2=CCCCC2)CC1 | -7% | 3% | 30% | -4% | -28% | -1% | 3% | -3% | 0% | /
Cc1ccc2nc(-c3ccc(NS(=O)(=O)c4ccc(F)c(F)c4)cc3)sc2c1 | 3% | ? | -42% | 1.2µM* | ? | 2.8µM* | 64% | -10% | 1.6µM* | ?
Cc1nc2cc(CO)ccc2s1 | 5% | -2% | 16% | 12% | 4% | 0% | -2% | -16% | 7% | -1%
C[N+]1(CC(O)c2ccccc2)CCCCCC1 (stereo unspecified) | -1% | -13% | -6% | -1% | -6% | 1% | -15% | -12% | 14% | /
CC1CCN(c2ccc([N+](=O)[O-])cc2C(=O)O)CC1 | -4% | 0% | 0% | -12% | -5% | -4% | ? | ? | -4% | -2%
CCN1CCCc2cc(CN(CCN3CCOCC3)C(=S)Nc3cccc(Cl)c3)ccc21 | -3% | -4% | 7.1µM* | -1% | -2%[10 µM] | -8% | -10% | 1% | -7% | 14%
Cc1cccc(C)c1NC(=O)CN(C)CC(=O)N1CC(=O)Nc2ccccc21 | -1% | 3% | / | / | / | / | -19% | / | / | ?
Cc1ccc(NC(=O)CCCc2ccccc2)c([N+](=O)[O-])c1 | -10% | ? | 29% | ? | 7% | ? | 107% | ? | ? | /
CCOC(=O)c1sc(NC(=O)COc2ncnc3ccccc23)c(C(=O)OCC)c1C | -1% | 3% | 20% | 9% | 0% | 0% | 15% | / | -5% | -4%
COc1cc(NC(=O)COC(=O)CSc2ccc3ccccc3c2)c(C)cc1[N+](=O)[O-] | 3% | -1% | -1% | -3% | -10% | -2% | -20% | 5% | -2% | 4%
Cc1ccc(C(=O)OCC(=O)N(CC(C)C)c2c(N)n(Cc3ccccc3)c(=O)[nH]c2=O)s1 | 1% | 0% | -25% | 3% | 1% | 1% | -28% | -2% | 3% | 10%
CCCC(=O)NCc1cc(-c2nn(C)c(=O)c3ccccc23)ccc1C | 0% | 1% | -14% | 2% | -4% | 0% | 0% | -9% | -1% | -1%
CC(C)CCCN1C(Nc2ccccc2)=NC[C@@H]1CC(C)C | ? | -8% | -21% | 0% | 7% | -2% | -43% | -7% | -1% | /
CCOc1ccc(S(=O)(=O)N2CCCC(C(=O)NC3CC3)C2)cc1Cl (stereo unspecified) | -4% | -1% | / | -4% | / | -30%[inhibitor] | -15% | / | -37%[inhibitor] | -13%
Cc1ccccc1NC(=O)Cc1nc(-c2ccc3ccccc3c2)cs1 | 4% | 6% | -3% | -1% | 0% | -2% | -7% | -9% | 0% | 1%
CCOc1ccc(NS(=O)(=O)c2ccc(C(=O)NC3CCC(O)CC3)cc2)cc1 (stereo unspecified) | 6% | 15% | / | 13% | / | -3% | -13% | / | 1% | 0%
O=C(CCc1nnc2ccc(N3CCCCC3)nn12)NCC1CCN(Cc2ccc(F)cc2)CC1 | -3% | 4% | -21% | 3% | -2% | -3% | 2% | -8% | 2% | 3%
COc1cc(C(c2c(C(=O)O)[nH]c3ccccc23)c2c(C(=O)O)[nH]c3ccccc23)ccc1OCc1ccccc1 | 2% | -2% | -41% | -8% | -14% | 13% | 0% | 3% | 3% | 12%
CCOC(=O)C1=C(CCl)NC(=O)NC1c1ccc2c(c1)OCO2 (stereo unspecified) | -5% | -15% | ? | 3% | ? | -13% | -37% | -1% | -8% | -15%
CCOc1ccc(-c2c(=O)n(OCc3ccccn3)c3ccccc3[n+]2[O-])cc1 | 3% | -1% | -10% | -5% | -13% | -4% | 20% | ? | 7% | 1%
Cc1ccc(NC(=O)Cn2cc(S(=O)(=O)c3ccccc3)c(=O)c3cc(F)ccc32)cc1 | -31% | 1% | 7% | 3% | -16% | -2% | -4% | ? | -7% | -1%
Cc1c(/C=N/Nc2ccc([N+](=O)[O-])cn2)c2ccccc2n1Cc1ccccc1 | 4% | ? | 8% | ? | -5% | 1% | 6% | -10% | 2% | 6%
Cc1cccc(C(C)(C)C)c1OCCCCN1CCCC1 | 5% | -13% | -20% | 1% | 15% | -2% | -44% | -1% | 6% | 0%
Cc1cc(N2C(=O)C3CC=CCC3C2=O)cc(C)c1Br (stereo unspecified) | 1% | -3% | 5% | 3% | -18% | 1% | -15% | ? | 0% | -9%

(continued)
SMILES | uPA generation | ELG1 genotox | RORg inh | FLuc counter | VP16 counter | NPC1 promoter act | BRCA1 expr up | MBNL1-CUG inh | Rab9 promoter act | p53 reactivation
Nc1c(-c2cccc([N+](=O)[O-])c2)nc2ccccn12 | -7% | ? | -4% | 17µM* | -6% | ? | ? | ? | 3.2µM* | ?
COc1ccc(/C=N\Nc2ncc(F)c(N3CCOCC3)n2)cc1OC | 8% | -8% | -28% | 11µM* | 0% | -2% | 4% | ? | 12% | 2%
CC1CC(C)CN(C(=O)COC(=O)CCCN2C(=O)c3cccc4cccc(c34)C2=O)C1 (stereo unspecified) | 1% | 7% | -14% | -16% | 3% | 2% | -2% | ? | -4% | 4%
COc1ccc(C2C(C(=O)Nc3cc(C)on3)c3ccccc3C(=O)N2C)cc1OC (stereo unspecified) | 2% | -1% | 9% | 1% | 0% | -2% | 0% | -5% | 1% | -15%
CC(C)C(OC(=O)CCCC(=O)Nc1nccs1)C(=O)NC1CCCCC1 (stereo unspecified) | 1% | -4% | 0% | 1% | -2% | -2% | -12% | -29% | -2% | -3%
CCOC(=O)N1CCN(S(=O)(=O)c2ccc(Br)s2)CC1 | 7% | 0% | ? | -1% | -11% | -2% | -10% | -5% | -7% | -6%
Cc1ccc(NC(=O)COC(=O)C(NS(=O)(=O)c2ccc(Cl)cc2)C(C)O)cc1 (stereo unspecified) | -8% | -2% | ? | -1% | -8% | -2% | -5% | -4% | 1% | -1%
O=[N+]([O-])c1cc(S(=O)(=O)NCCCN2CCOCC2)ccc1Cl | -2% | 1% | -18%[10 µM] | 0% | -9% | 5% | -106%[inhibitor] | / | 23% | 15%
CC(=O)c1ccc(S(=O)(=O)NCCC(=O)NC(C)c2ccncc2)cc1 (stereo unspecified) | 13% | 0% | / | / | / | -1% | 3% | / | 9% | 14%
O=C(Cc1n[nH]c(=O)c2ccccc12)Nc1cccc(S(=O)(=O)N2CCCC2)c1 | 5% | 0% | 23% | -4% | -10% | -4% | -4% | -11% | -8% | 0%
O=C1NC(=O)/C(=C\c2ccc(OCc3cnc(Cl)s3)cc2)S1 | 7% | 6% | 1% | ? | -8% | 17% | 74% | 3% | -3% | 8%
COC(=O)CSc1nnc(CNC(=O)Cc2ccccc2)n1C | / | -5% | 7% | 0% | -6% | 1% | 0% | -11% | -3% | 4%
COC(=O)c1cc(OC)c(OC)cc1N1C(=O)CCCC1=O | 11% | 0% | 15% | 0% | 3% | -3% | 2% | 6% | 5% | 9%
COc1ccc(CC(NC(C)=O)C(=O)NC2CCN(c3c(Cc4ccccc4)c(C)nc4ncnn34)CC2)c(OC)c1 (stereo unspecified) | 13% | -1% | 14% | 1% | 5% | 0% | -22% | 2% | 0% | -1%
Cc1cc(C)c(NC(=O)CNC(=O)[C@@H]2CCCN2C(=O)c2cccs2)c(C)c1 | 4% | -2% | / | 6% | / | -1% | 4% | / | 0% | -1%
Cc1ccc(C23OC(=O)C(C)(C)C2OC(=O)C3(C)C)cc1 (stereo unspecified) | 0% | 1% | 10% | 0% | -15% | -4% | -1% | 8% | -1% | -16%
CCCC1=[N+](CC(=O)c2ccccc2)CCn2c(C)ccc21 | -7% | -6% | 1% | -1% | -6% | 21% | -75% | 12% | 14% | 8%
Cc1cc(C)c2[nH]c(O)c(N=NC(=S)NCC3CCCO3)c2c1 (stereo unspecified) | -8% | -5% | 5µM* | -2% | 7.1µM* | 1% | -8% | 12% | -7% | 1%
COc1cc(S(=O)(=O)NCc2ccccc2)ccc1Br | 1% | 1% | -4% | 2% | 4% | -2% | -3% | 2% | -5% | 5%
O=C(CCc1ccccc1)N1CCCC(Nc2ccc(F)cc2)C1 (stereo unspecified) | 10% | -2% | 5% | 1% | 11% | 1% | -3% | -11% | 0% | -1%

Profiles as entered above. Order of screens: uPA generation, ELG1 genotox, RORg inh, FLuc counter, VP16 counter, NPC1 promoter act, BRCA1 expr up, MBNL1-CUG inh, Rab9 promoter act, p53 reactivation
CN(Cc1ccccc1)C(=O)CCC1CCN(C(=O)CC2=CCCCC2)CC1 reads -7%, 3%, 30%, -4%, -28%, -1%, 3%, -3%, 0%, /
Cc1cc(C)c2[nH]c(O)c(N=NC(=S)NCC3CCCO3)c2c1 (stereo unspecified) reads -8%, -5%, 5µM*, -2%, 7.1µM*, 1%, -8%, 12%, -7%, 1%

Source: PubChem BioAssay (National Center for Advancing Translational Sciences (NCATS))

Random draw from the library; about 13% have a hit in one of these screens.
